# From PubChem BioAssay
# AHR act: AHR activators, primary screen, cell-based, luminescence, luciferase reporter, human; activation, % at 5 µM; AID 2796, 2010; AHR-responsive luciferase reporter cells; actives 2.5% (n = 320,000); Aryl hydrocarbon receptor (Homo sapiens), P35869; in the data active = activation above about 47%;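 also: 0% = vehicle wells and 100% = reference agonist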
# Target sequence (P35869 whole entry, looked up): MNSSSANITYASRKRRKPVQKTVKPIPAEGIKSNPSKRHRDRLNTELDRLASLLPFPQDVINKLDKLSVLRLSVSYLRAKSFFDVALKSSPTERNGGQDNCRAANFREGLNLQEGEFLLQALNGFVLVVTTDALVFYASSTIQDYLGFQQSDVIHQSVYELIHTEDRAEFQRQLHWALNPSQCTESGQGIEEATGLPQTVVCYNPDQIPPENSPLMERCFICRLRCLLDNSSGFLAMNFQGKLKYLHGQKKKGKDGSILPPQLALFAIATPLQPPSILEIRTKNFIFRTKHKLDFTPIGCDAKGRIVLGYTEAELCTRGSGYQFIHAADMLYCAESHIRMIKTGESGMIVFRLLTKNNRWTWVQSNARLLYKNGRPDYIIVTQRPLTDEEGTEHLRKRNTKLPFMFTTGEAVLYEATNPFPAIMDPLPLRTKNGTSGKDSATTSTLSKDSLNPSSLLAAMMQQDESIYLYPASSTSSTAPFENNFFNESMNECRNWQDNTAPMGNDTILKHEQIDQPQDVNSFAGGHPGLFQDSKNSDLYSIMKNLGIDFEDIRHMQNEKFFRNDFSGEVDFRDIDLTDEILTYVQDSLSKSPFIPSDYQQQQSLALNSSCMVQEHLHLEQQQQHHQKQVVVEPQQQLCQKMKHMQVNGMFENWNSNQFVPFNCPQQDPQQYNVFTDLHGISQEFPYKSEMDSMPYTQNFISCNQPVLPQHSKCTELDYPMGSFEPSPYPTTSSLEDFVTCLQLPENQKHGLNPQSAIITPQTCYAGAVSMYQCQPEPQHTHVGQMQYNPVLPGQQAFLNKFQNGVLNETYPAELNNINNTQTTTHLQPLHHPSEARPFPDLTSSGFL
# procasp3 activ: activators of human procaspase-3 D3A mutant, primary screen, biochemical, absorbance, PC-3 D3A mutant, single concentration; recombinant procaspase-3 D3A, Ac-DEVD-pNA absorbance 405 nm; actives 0.11% (n = 330,000); activation, % at 8.5 µM; Caspase-3 (Homo sapiens), P42574;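 active = activation above the mean of all tested compounds plus 3 SD, cut at about 21% in these data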;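 also: 0% = DMSO alone and 100% = DMSO wells spiked with extra 5 µM PC-3 D3A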
# Target sequence (P42574 whole entry D9A/D28A/D175A): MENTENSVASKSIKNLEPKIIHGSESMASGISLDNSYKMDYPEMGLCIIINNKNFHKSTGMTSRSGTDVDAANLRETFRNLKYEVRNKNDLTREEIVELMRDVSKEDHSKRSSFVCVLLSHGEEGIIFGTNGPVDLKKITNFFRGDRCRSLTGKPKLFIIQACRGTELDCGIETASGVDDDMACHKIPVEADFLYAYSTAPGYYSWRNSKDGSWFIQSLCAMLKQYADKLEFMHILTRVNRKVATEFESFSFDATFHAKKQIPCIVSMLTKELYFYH
#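 Assay system: Autoprocessing-dead procaspase-3 D3A mutant enzyme; also added: Ac-DEVD-pNA; doses: one concentration, 8.5 µM nominal, 0.8% DMSO; times: 1 h compound preincubation, 2 h substrate hydrolysis at 25 °C; technique: 405 nm absorbance of p-nitroaniline, reads at 0 and 120 min; measure: % activation between DMSO and enzyme-spiked controls; repeats: single replicate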
# CIT2 TOR yeast: modulators of CIT2-GFP expression in yeast, primary screen, S. cerevisiae, GFP fusion, multiplex flow cytometry, MLPCN library | S. cerevisiae CIT2-GFP strain, 3 h; 100 means same as DMSO wells | actives 0.065% (n = 320,000) | AID 2029, 2009 | GFP response vs DMSO, % at 10 µM;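 active = GFP response relative to DMSO above a set limit, near the screen mean plus 3 SD, cut at about 150% in these data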;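 also: ratio of well median GFP fluorescence to mean of DMSO wells on the plate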
# RPL19A TOR yeast: RPL19A-GFP expression modulators in yeast, primary screen, cell-based, S. cerevisiae, multiplex flow cytometry, MLPCN; S. cerevisiae RPL19A-GFP strain, 3 h; active compounds read low; percent response vs DMSO, % at 10 µM; actives 0.3% (n = 330,000); AID 2025, 2009;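 active = percent response vs DMSO below 50%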;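 also: median channel GFP fluorescence of the barcoded RPL19A-GFP strain; ratio of sample median GFP to plate DMSO average so 100% = DMSO; lower means less RPL19A-GFP as with rapamycin TOR inhibition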
# MEP2-GFP yeast: modulators of MEP2-GFP levels in yeast, primary screen, S. cerevisiae, multiplex flow cytometry, MLPCN library | actives 0.51% (n = 330,000) | AID 2016, 2009 | GFP response vs DMSO, % at 10 µM | S. cerevisiae MEP2-GFP strain, 3 h; 100% = DMSO control level;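 active = GFP response versus DMSO above a set limit, roughly screen mean plus 3 SD, cut at about 180% in these data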;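 also: median GFP fluorescence of the barcode-gated MEP2-GFP cells per well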
# LAP4-GFP MLPCN: modulators of LAP4-GFP expression in yeast, primary screen, S. cerevisiae, multiplex flow cytometry, MLPCN library; 3 h; median GFP as percent of DMSO wells; GFP response vs DMSO, % at 10 µM; actives 0.34% (n = 320,000);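 active = GFP response vs DMSO above a set limit, about the screen mean plus 3 SD, cut at about 150% in these data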
# procasp7 counter: procaspase-7 activators, primary screen, counter-screen for procaspase-3 activator project, biochemical, absorbance, HTS, human. Caspase-7 (Homo sapiens), P55210. recombinant procaspase-7, Ac-DEVD-pNA absorbance 405 nm; D23A/D198A/D206A triple mutant, cannot self-cleave; scale: DMSO 0, 5 µM enzyme 100. activation, % at 8.5 µM. actives 0.093% (n = 330,000). AID 463210, 2010;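 active = percent activation above the screen-wide mean plus 3 SD, cut at about 25% in these data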
#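 System: Uncleavable procaspase-7 mutant enzyme; Amount: 2 µM procaspase-7 mutant as dispensed; Schedule: 1 h compound preincubation, 2 h substrate cleavage, 25 °C; Measured by: 405 nm absorbance of p-nitroaniline; Evaluation: percent activation from buffer-corrected 0–120 min absorbance change; Control set: low DMSO alone, high DMSO plus 5 µM PC-7.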
# AGP1-GFP MLPCN: modulators of AGP1-GFP expression in yeast TOR pathway, primary screen, cell-based, multiplex flow cytometry, S. cerevisiae, MLPCN library. GFP response vs DMSO, % at 10 µM. actives 0.02% (n = 320,000). AID 2066, 2009. 3 h; GFP as percent of DMSO wells;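 active = GFP response relative to DMSO above a set limit, near screen average plus 3 SD, cut at about 150% in these data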;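 also: median GFP channel fluorescence of the gated AGP1 strain per well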
# * marks the source's active call; other numbers are inactive results; / = no result given.
SMILES,AHR act,procasp3 activ,CIT2 TOR yeast,RPL19A TOR yeast,MEP2-GFP yeast,LAP4-GFP MLPCN,procasp7 counter,AGP1-GFP MLPCN
C[C@]12C(=O)N(c3ccc(Br)cc3)C(=O)N1[C@@H]1c3ccccc3OC[C@@H]1[C@H]2c1ccccc1,2.4,0.9,94.6,108.0,102.2,108.3,3.0,98.0
COc1ccc(C(=O)NCC(=O)OCC(=O)N2N=C(c3ccc(Cl)cc3)CC2c2ccco2)cc1OC (configuration not stated),-1.6,-0.4,86.8,90.3,93.5,109.9,0.3,96.2
O=c1c(-c2ccc(F)cc2)coc2cc(O)ccc12,2.2,7.2,101.3,97.6,102.8,117.6,-12.4,97.7
CCc1nc2n[nH]c(N)c2c2c1CSC(C)(C)C2,0.5,-3.5,102.7,101.9,96.4,94.1,8.9,99.8
COCC1=C(C(=O)OC)C(c2ccco2)n2ncnc2N1 (configuration not stated),-0.5,3.4,91.3,97.8,103.3,109.1,5.5,100.1
Cc1cc2ccccc2n2c(SCC(=O)Nc3ccc(S(=O)(=O)N4CCCCC4)cc3)nnc12,9.6,-11.3,94.8,97.5,93.7,87.5,-17.5,92.4
C=CCn1c(SCC(=O)N(C)c2c(N)n(Cc3ccccc3)c(=O)[nH]c2=O)nnc1-c1ccccc1OC,-2.0,13.7,105.5,101.8,96.7,100.4,13.2,100.3
COCCNc1nnc(SC(C)C(=O)Nc2c(C)n(C)n(-c3ccccc3)c2=O)s1 (configuration not stated),-1.9,11.2,95.2,95.7,83.4,93.0,2.0,90.0
Cc1ccc(S(=O)(=O)N2CCOCC2)cc1NC(=O)CN1CCN(C)CC1,0.0,1.9,90.1,99.8,92.9,98.3,11.0,101.1
Cc1ccc(NC(=O)c2cc3ccccc3o2)nc1,20.4,2.2,100.0,101.6,101.0,104.8,6.7,102.3
COc1cc(C)c(NC(=O)C(=S)NCCc2ccccc2)cc1C,1.7,-7.0,93.7,94.7,96.7,110.3,-15.4,100.2
Cc1cc(C)nc(NC(=O)c2c(-c3ccccc3Cl)noc2C)n1,-0.1,8.1,101.1,101.9,104.1,101.0,-4.7,102.5

# 5 compounds out of the list above, ordered by the value under procasp3 activ, low to high.
canonical_smiles	procasp3 activ
Cc1cc2ccccc2n2c(SCC(=O)Nc3ccc(S(=O)(=O)N4CCCCC4)cc3)nnc12	-11.3
COc1cc(C)c(NC(=O)C(=S)NCCc2ccccc2)cc1C	-7.0
COc1ccc(C(=O)NCC(=O)OCC(=O)N2N=C(c3ccc(Cl)cc3)CC2c2ccco2)cc1OC (configuration not stated)	-0.4
O=c1c(-c2ccc(F)cc2)coc2cc(O)ccc12	7.2
COCCNc1nnc(SC(C)C(=O)Nc2c(C)n(C)n(-c3ccccc3)c2=O)s1 (configuration not stated)	11.2

# (further entries)
SMILES,AHR act,procasp3 activ,CIT2 TOR yeast,RPL19A TOR yeast,MEP2-GFP yeast,LAP4-GFP MLPCN,procasp7 counter,AGP1-GFP MLPCN
COCc1nnc(NC(=O)CS(=O)(=O)c2ccc(C)cc2)s1,-2.4,6.4,100.8,100.5,106.0,96.3,1.4,101.0
COc1ccc(CC(=O)Nc2cccc3c2CCCC3)cc1,-2.0,-5.3,102.8,101.2,101.0,91.2,1.4,94.5
CC1Cc2ccccc2N1C(=O)CN1C(=O)CN(C)C(=O)c2ccccc21 (configuration not stated),5.2,1.0,/,103.5,103.2,85.9,-1.2,109.8
Cc1cccc2cc(C#N)c(SCC(=O)NNC(=O)Cc3ccccc3)nc12,16.8,-0.2,/,110.1,99.3,102.9,5.9,101.9
Cc1oc2cc(O)ccc2c(=O)c1-c1cnn(-c2ccccc2)c1,-6.0,5.2,103.8,102.5,102.7,101.6,6.5,108.7
CCCOc1cccc(C(=O)NCCNC(=O)c2ccco2)c1,7.4,1.3,107.2,103.6,104.5,95.3,5.2,106.5
C/C(Cn1nnc2ccccc21)=N\OC(=O)c1cc(F)c(F)cc1Cl,0.3,12.4,101.3,104.9,99.4,96.8,7.8,102.7
CN(Cc1cccs1)C(=O)Cc1csc(-c2ccccc2)n1,14.1,-3.0,88.5,94.0,87.6,102.7,1.8,92.5
CN(CCO)C(=O)C(c1ccccc1)c1ccccc1,-0.8,-3.6,103.7,94.8,89.2,99.4,4.0,104.7
COc1ccc(NC(=O)CN2C(=O)NC3(CCCCC3C)C2=O)cc1OC (configuration not stated),0.0,2.3,107.9,105.2,109.0,111.7,13.8,113.5
COc1ccc(-c2nnn(CC(=O)N(CCO)C(C(=O)NC3CCCC3)c3ccc(F)cc3)n2)cc1 (configuration not stated),-1.6,-2.1,97.3,100.2,92.4,100.3,-0.8,97.8
Cc1ccc(S(=O)(=O)N2[C@@H](c3cccc(Cl)c3)C(C(=O)O)=CC[C@H]2c2ccc(Cl)c(Cl)c2)cc1,0.0,-5.2,113.1,97.7,89.3,132.6,-11.8,91.0
COC(=O)c1cc(NC(=O)CSc2nnc(N)s2)ccc1Cl,-1.8,-1.4,92.8,97.8,89.9,97.1,-4.1,99.7
Brc1csc(/C=N/Nc2nc3ccccc3s2)c1,100.5*,-0.1,101.8,102.1,111.7,106.2,2.6,104.5
Cc1cccc(Oc2c([N+](=O)[O-])c(=O)n(C)c3ccccc23)c1,14.5,-15.6,95.6,100.6,99.8,102.9,-22.2,93.9
COc1ccc(NC(=O)CN(c2ccccc2)S(=O)(=O)N(C)C)cc1OC,1.7,6.5,102.2,93.9,96.5,97.2,8.3,96.3
O=C(Oc1cccnc1)c1cccc(Cl)c1,1.1,-15.3,88.2,100.4,102.3,114.5,1.0,95.8
COc1ccc(CCN(C)CCN2C(=O)c3ccccc3C2=O)cc1OC,9.5,18.9,100.5,99.4,94.2,98.3,-0.6,101.8
Cc1ccc(C(=O)c2ccccc2C(=O)OCC(=O)NCCc2ccc(Cl)cc2Cl)cc1,0.3,-3.9,87.7,92.1,92.9,113.9,-3.5,99.8
O=C(NCc1ccccn1)Nc1ccccc1C(F)(F)F,3.1,0.4,104.0,99.4,104.2,101.7,16.4,100.2
CCOc1ccccc1NC(=O)Cn1nnc(C(=O)NCCc2ccc(OC)c(OC)c2)c1N,10.1,-6.8,103.0,106.0,103.6,91.9,-12.7,100.4
Cc1nc2c([N+](=O)[O-])c(C)c(C)cc2[nH]1,4.1,2.3,95.9,96.3,103.0,97.2,6.1,98.2
CNC(=S)NNC(=O)c1cc(C(C)(C)C)nn1Cc1ccc(F)cc1,-0.6,4.1,96.6,100.4,102.7,105.0,4.5,103.0
CC1=NN(C(=O)Cn2ccc([N+](=O)[O-])n2)C(O)(C(F)(F)F)C1 (configuration not stated),0.7,3.1,94.1,99.4,95.9,87.2,0.8,89.8
CN(C)c1ccc(/C=N/OC(=O)Nc2ccccc2)cc1,36.7,0.1,92.4,97.7,102.3,99.4,2.1,85.8
O=C1[C@H]2[C@@H](/C=C/c3ccccc3)N3C(=O)CN(CC4CC4)C(=O)[C@@]3(Cc3ccccc3)[C@H]2C(=O)N1c1ccccc1,1.0,-2.8,91.7,94.6,90.0,105.5,-2.8,85.0
COC(=O)C1=C(SC)N(c2ccc(OC)cc2)C(c2ccccc2)CC1=O (configuration not stated),-1.6,0.0,107.5,103.2,104.5,99.8,0.7,98.6
CC1CCCN(C(=O)CCNS(=O)(=O)c2ccc3c(c2)oc(=O)n3C)C1 (configuration not stated),-2.6,12.5,104.3,103.3,100.0,95.7,4.2,105.6
CSc1nc(=S)n(-c2ccccc2)c(C)c1C(C)=O,5.7,3.9,104.2,99.2,99.7,106.2,7.0,105.3
O=C(CN1C(=O)C2CCCCC2C1=O)N1CCN(c2ccc(F)cc2)CC1 (configuration not stated),1.6,1.8,76.1,96.2,99.7,95.7,-5.8,91.5
CC(=O)Nc1ccc(NC(=O)CS(=O)(=O)c2cn(CC(=O)N3CCC(C)CC3)c3ccccc23)cc1,-2.6,4.9,106.8,103.9,99.5,91.2,2.7,99.4
CCCOc1ccc(CNC(=O)C2CCN(c3nn4c(=O)cc(C)nc4s3)CC2)cc1,0.5,2.3,103.8,95.3,100.4,104.3,10.4,104.7
CCN(CC)CCNC(=O)c1ccc(NC(=O)c2ccc(S(=O)(=O)N3CCCCCC3)cc2)cc1,-1.4,5.4,103.8,97.3,106.3,97.1,3.1,97.9
O=C1NCCCCC1NS(=O)(=O)c1ccc(Cl)cc1 (configuration not stated),2.5,-1.2,102.6,107.3,109.6,109.3,7.8,97.2
Cc1nc2ccccn2c1C(=O)CSc1cccc(Cl)c1,-0.9,5.2,75.9,93.9,64.9,119.7,8.0,78.3
CCCN(CCC)CCNS(=O)(=O)c1ccc2c(c1)CCN2C(=O)C1CCC1,-1.1,-3.6,104.5,96.4,99.6,101.3,-1.2,99.4

# Fetched by compound from above, two records:
SMILES,AHR act,procasp3 activ,CIT2 TOR yeast,RPL19A TOR yeast,MEP2-GFP yeast,LAP4-GFP MLPCN,procasp7 counter,AGP1-GFP MLPCN
CCCOc1ccc(CNC(=O)C2CCN(c3nn4c(=O)cc(C)nc4s3)CC2)cc1,0.5,2.3,103.8,95.3,100.4,104.3,10.4,104.7
COCc1nnc(NC(=O)CS(=O)(=O)c2ccc(C)cc2)s1,-2.4,6.4,100.8,100.5,106.0,96.3,1.4,101.0

# Additional compounds follow:
SMILES,AHR act,procasp3 activ,CIT2 TOR yeast,RPL19A TOR yeast,MEP2-GFP yeast,LAP4-GFP MLPCN,procasp7 counter,AGP1-GFP MLPCN
COCCN(C(=O)COC(=O)C1COc2ccccc2O1)c1c(N)n(Cc2ccccc2)c(=O)[nH]c1=O (configuration not stated),1.0,-5.4,96.1,95.8,101.0,109.1,7.0,104.8
O=c1cc(CSc2ccc(Cl)cc2)[nH]c2[nH]n(-c3ccccc3)c(=O)c12,-0.5,1.8,101.3,102.4,108.8,96.4,-12.4,96.5
CCN1CCN(Cc2nc3c(c(=O)n(C)c(=O)n3C)n2C(C)C(C)=O)CC1 (configuration not stated),2.5,1.1,103.2,103.1,102.0,93.4,-2.2,102.2
Brc1cccc(-c2nnc(SCc3nc4ccccc4[nH]3)o2)c1,92.0*,-7.4,99.3,96.9,95.1,88.9,-2.8,94.0
CC(C)(C)OC(=O)NCCCC[C@H](NC(=O)[C@H](Cc1c[nH]c2ccccc12)NC(=O)OCc1ccccc1)C(=O)O,6.8,-4.1,98.2,102.4,109.0,87.8,10.3,92.4
CCOc1ccccc1N(CC(=O)NC1CCCCC1)S(=O)(=O)c1ccccc1,2.6,4.4,102.2,101.1,100.7,100.4,-5.0,107.5
CCC(C)Nc1nc(-c2c[nH]c3ccccc23)cs1 (configuration not stated),36.9,-2.9,86.5,97.1,86.8,94.2,-5.4,85.1
CC1CN(CCCCN2C(=O)c3ccccc3C2=O)CC(C)O1 (configuration not stated),0.5,-2.5,91.2,96.8,90.1,101.4,3.6,99.2
OC1(c2cccc(C(F)(F)F)c2)CCN(Cc2nnnn2Cc2ccccc2)CC1,2.9,4.0,101.5,102.5,105.6,87.1,7.8,98.5
O=C(Oc1ccc(Oc2ccccc2)cc1)N1CCC(O)CC1,5.6,-0.8,87.2,95.0,97.0,98.9,-17.3,88.7
